# Bioassay records (PubChem BioAssay)
# FXIIa single = inhibitors of human coagulation factor XIIa | P00748 | purified human FXIIa, AMC substrate fluorescence, 2 h | inhibition, % at 10 µM | hit rate 0.2% among 33,000; in the data active means inhibition above about 30%;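 further: 0% = enzyme with vehicle only and 100% = no enzyme blank; many of its hits are not listed in these tables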
# Target sequence (P00748 20-372 limits assumed): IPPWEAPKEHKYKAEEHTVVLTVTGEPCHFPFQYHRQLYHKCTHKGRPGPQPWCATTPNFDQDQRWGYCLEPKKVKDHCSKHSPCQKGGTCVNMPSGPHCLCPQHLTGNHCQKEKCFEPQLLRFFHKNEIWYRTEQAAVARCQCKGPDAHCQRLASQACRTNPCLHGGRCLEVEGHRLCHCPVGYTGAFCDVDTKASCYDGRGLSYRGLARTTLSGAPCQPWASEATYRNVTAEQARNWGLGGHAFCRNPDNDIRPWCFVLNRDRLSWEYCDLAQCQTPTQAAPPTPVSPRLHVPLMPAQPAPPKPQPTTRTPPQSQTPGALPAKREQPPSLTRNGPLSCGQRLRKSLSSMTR
# Target sequence (P00748 373-615 limits assumed): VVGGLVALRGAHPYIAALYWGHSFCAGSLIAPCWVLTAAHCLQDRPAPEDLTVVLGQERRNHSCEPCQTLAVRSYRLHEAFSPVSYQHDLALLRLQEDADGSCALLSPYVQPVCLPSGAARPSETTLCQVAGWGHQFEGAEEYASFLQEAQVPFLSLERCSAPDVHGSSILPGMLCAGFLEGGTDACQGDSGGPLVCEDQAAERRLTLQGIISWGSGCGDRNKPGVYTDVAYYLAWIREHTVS
# FXIa single inh = inhibitors of human coagulation factor XIa; P03951; purified human FXIa, fluorogenic AMC substrate cleavage; inhibition, % at 10 µM; hit rate 0.3% among 33,000; AID 687;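 active means inhibition above 40% in the primary screen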;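 further: 0% = enzyme without compound and 100% = blank wells lacking enzyme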
# Numbers without * were called inactive.
FXIa single inh	FXIIa single	molecule
-1.3	6.2	CC1CCCC(C)N1C(=O)COC(=O)c1ccc(O)cc1 (stereo not given)
-0.4	4.5	Cc1c(C(=O)N2CCCCC2)nnn1-c1nonc1N
-2.0	3.0	CCCCc1c(O)nc(SCC(=O)NC(C)(C)C)n(-c2ccccc2C)c1=O
7.3	2.2	CC1(C(=O)NC2CCCCCCC2)CCC(=O)N1Cc1cccs1 (stereo not given)
-12.5	2.5	COc1ccc(-c2nc(C#N)c(NCc3cccnc3)o2)cc1OC
3.7	4.7	Cc1cc(SCC(=O)OCC(=O)N2CCN(C(=O)c3ccco3)CC2)c(C)cc1Br
-4.2	3.9	Cc1ccc2c(c1)c1c3n2CCCN(Cc2ccccc2)C3CCC1 (stereo not given)
-1.0	3.5	Cc1noc(C)c1C(=O)N1CCCc2ccccc21
-0.8	-0.2	Cc1cccc(N2CCN(C(=O)NCc3ccc(Cl)cc3)CC2)c1
-3.2	6.8	COc1ccc(C2=Nn3c(nnc3-c3ccco3)SC2)cc1OC
-8.1	1.6	COc1ccc(C(O)c2nccn2C)cc1 (stereo not given)
-2.4	0.7	c1ccc(-c2nnc(-c3ccncc3)o2)cc1
-0.3	4.8	CCc1cccc2c3c([nH]c12)C(CC)(CC(=O)O)OCC3 (stereo not given)
6.5	6.1	N#C/C(=C/c1ccc(N2CCOCC2)o1)c1nc2ccccc2[nH]1
4.8	5.6	CCCc1cc(C(=O)NCc2cccnc2)no1
-5.1	-3.8	CCCc1nnc(NC(=O)CN2C(=O)c3ccccc3C2=O)s1
-10.1	3.9	CCC(C)C(NC(C)=O)C(=O)NC(=O)NC(c1ccccc1)c1ccccc1 (stereo not given)
8.7	7.4	CCCCN1C(=O)c2ccc(C(=O)Nc3cccc(C)c3C)cc2C1=O
-5.1	20.0	Cc1ccc(NC(=O)C2CC(=O)NC(N3CCCCC3)=N2)cc1Cl (stereo not given)
-7.0	6.6	COCCNC(=O)Cn1c(=O)n(Cc2ccco2)c(=O)c2ccccc21
1.3	3.3	CCN(CC)CCNc1c2c(c(C#N)c3nc4ccccc4n13)CCCC2
-17.6	2.5	COc1ccc2[nH]c(=O)c(CN(CCc3ccccc3)C(C)=O)cc2c1
3.1	-14.2	CC1=C(C(=O)Nc2ccccc2)C2(CCCCC2)C(C#N)=C(SCC(N)=O)N1
-0.1	7.3	CNC(=O)c1cc(C)c(-c2ccccc2)s1
8.0	10.2	COC(=O)C1=C(C)NC(=O)C1(NS(=O)(=O)c1ccc(C)cc1)C(F)(F)F (stereo not given)
5.3	4.3	CN(Cc1ccccc1)Cc1nc2c(c(=O)n(C)c(=O)n2C)n1Cc1ccccc1Cl
-4.0	19.1	CCN1C(=O)N(c2ccc(Cl)cc2)C(C)=CC1(C)C
19.5	-14.8	Cc1cc(C)c2nc(NC(=O)c3cc(C)on3)sc2c1
4.3	0.6	CC12CCC(C(=O)NCc3ccc4c(c3)OCO4)(C(=O)C1=O)C2(C)C (stereo not given)
-13.4	-15.6	CN=c1sc2ccccc2n1CC(O)COCc1ccco1 (stereo not given)
-0.8	7.2	CC(=O)C1=C(O)C(=O)N(CCNCCO)C1c1ccccc1 (stereo not given)
-5.5	13.0	O=C1c2ccccc2C(=O)N1CCSc1ccccc1
2.6	7.2	COC(=O)CSC1=C(C#N)C(c2ccsc2)CC(=O)N1 (stereo not given)
0.5	-12.4	O=C(COC(=O)c1ccccc1NC(=O)c1ccco1)NCc1ccc2c(c1)OCO2
20.4	-13.1	N#Cc1ncc(C(F)(F)F)cc1Sc1ccccc1N
13.5	7.5	COc1cccc(C(=O)/C=C/Nc2cccc(O)c2)c1
10.2	4.2	COC(=O)c1ccc(-c2ccco2)n1Cc1nc(-c2ccc(OC)c(OC)c2)oc1C
1.6	7.4	Cn1nnnc1SCc1nc2ccccc2[nH]1
3.4	5.7	O=C(CSc1nc(-c2ccccc2)cs1)NCc1ccco1
1.0	8.9	O=C(Nc1cccc2c1CCCC2)c1ccncc1
-8.2	-0.4	CC(Cc1cccs1)NC(=O)Nc1ccc(Cl)c(Cl)c1 (stereo not given)
-1.9	4.7	Cc1ccc(S(=O)(=O)Nc2cc(NC(=O)CN3CCOCC3)ccc2Cl)cc1
10.2	20.7	CCN(CC)c1ccc(-c2nnc(SCC(=O)Nc3ccccc3C#N)n2-c2ccccc2)cc1
-2.9	1.7	OCCNc1nc(-c2ccccc2)c2ccccc2n1
19.8	-10.4	COc1ccc(-c2nc(-c3ccccc3)c(-c3cc([N+](=O)[O-])ccc3C)[nH]2)cc1OC
-7.5	6.3	O=C(CCn1cnc2ccccc2c1=O)Nc1ccc2c(c1)OCCO2
5.1	6.4	COc1cc(-c2nnc(COC(=O)c3cc(C)nc4ccc(C)cc34)o2)cc(OC)c1OC
-4.8	-0.7	COc1ccc(-c2cn3nc4c(nc3n2)CCCC4)cc1
1.7	-1.2	O=C(Nc1cc(Cl)c(O)c(Cl)c1)C1CCCO1 (stereo not given)
-0.7	5.0	CC1CCN(C(=O)Cn2cc(C(=O)C3CC3)c3ccccc32)CC1

# Following part
FXIa single inh	FXIIa single	molecule
-10.4	6.6	Nc1nc(CSc2nnnn2-c2ccccc2)nc(N2CCCc3ccccc32)n1
-0.6	2.2	COc1ccc(-n2c(C)nnc2SCC(=O)N2C(C)CCCC2C)cc1 (stereo not given)
-2.0	-0.5	CCN(CC)S(=O)(=O)c1cc([N+](=O)[O-])ccc1NNC(=O)Nc1ccccc1OC
-3.5	15.5	Cc1cc(C)c(C2C(C#N)=C(N)Oc3n[nH]c(C)c32)cc1CN1CCOCC1 (stereo not given)
3.8	6.5	CC(=O)[C@@]1(O)CC[C@H]2[C@@H]3C[C@H](C)C4=CC(=O)C=C[C@]4(C)[C@@]3(F)[C@@H](O)C[C@@]21C
-3.0	-1.9	COc1cccc(N2CCN(Cc3ccsc3)CC2)c1
-1.6	-14.1	CN(Cc1ccccc1)C(=O)COc1ccccc1
-4.3	11.7	COc1ccccc1NC(=O)Cn1cnc2sc(C)c(S(=O)(=O)N3CCCCC3)c2c1=O
-0.4	5.3	COC(=O)CN(C#N)c1nc(NC(C)C)nc(OC)n1
-7.7	2.1	CCCOC(=O)Nc1nc2ccccc2o1
-0.4	1.9	CCOc1ccc(CCNC(=O)CN2CCN(Cc3ccc(F)cc3)C2=O)cc1OCC
2.2	2.0	CC(C)C1Oc2ccccc2N(CC(=O)N(Cc2ccncc2)Cc2ccco2)C1=O (stereo not given)
-4.0	5.7	COc1cc(C2C(C#N)=C(N)Oc3cc(O)ccc32)cc2c1OCO2 (stereo not given)
-8.2	8.0	O=C(NC1CCCC1)c1ccc(CSCc2ccccc2F)o1
0.3	2.8	CCOc1ccc(C2/C(=C(\O)c3ccc(OC)c(OC)c3)C(=O)C(=O)N2c2cc(C)on2)cc1OC (stereo not given)
3.2	-16.6	CC(C)c1cc(C(N)=O)c(NC(=O)C2CCC2)s1
-0.2	-10.1	COCCNC(=O)c1ccc2c(c1)nc(C)n2-c1cccc(F)c1
-4.8	2.4	CCC(C)(C)NC(=O)C(c1ccccc1)N(Cc1cccnc1)C(=O)c1csnn1 (stereo not given)
-1.7	2.5	CCCCCC1CCC(C(=O)O)CC1 (stereo not given)
-6.5	9.8	CCCNC(=O)Cc1c(O)c2ccccc2[nH]c1=O

# Looked up by structure from above:
FXIa single inh	FXIIa single	molecule
0.3	2.8	CCOc1ccc(C2/C(=C(\O)c3ccc(OC)c(OC)c3)C(=O)C(=O)N2c2cc(C)on2)cc1OC (stereo not given)
-0.4	1.9	CCOc1ccc(CCNC(=O)CN2CCN(Cc3ccc(F)cc3)C2=O)cc1OCC
-4.0	5.7	COc1cc(C2C(C#N)=C(N)Oc3cc(O)ccc32)cc2c1OCO2 (stereo not given)
-1.7	2.5	CCCCCC1CCC(C(=O)O)CC1 (stereo not given)

# New compounds follow:
FXIa single inh	FXIIa single	molecule
-17.2	1.3	COc1ccc(NC(=O)C(F)(F)F)cc1OC
-6.3	3.0	Cc1ccc(S(=O)(=O)N(CC(=O)N2CCC(C)CC2)Cc2ccccc2F)cc1
-8.9	10.9	O=C(CCc1ccccc1)Nc1ccc2c(c1)OCCO2
3.7	3.6	Cc1oc(-c2ccccc2)nc1CS(=O)CC(=O)O (stereo not given)
4.3	-4.2	O=C(O)C1CC(O)CN1S(=O)(=O)c1cccs1 (stereo not given)
-6.7	-2.5	CCOC(=O)C1CCN(C(=O)CCc2c(C)nc3ncnn3c2C)CC1
-9.2	2.6	CC(C)Sc1nc2c(c(=O)n(C)c(=O)n2C)n1C
-7.3	5.0	CCC(=O)Nc1ccc(N2CCN(Cc3ccccc3F)CC2)cc1
2.7	-2.5	CNc1nc(-c2c[nH]c3ccccc23)cs1
5.4	13.6	CC1CCCCN1S(=O)(=O)c1ccc(NC(=O)c2cccs2)cc1 (stereo not given)

# 6 compounds already listed, sorted by SMILES length, largest number first.
FXIa single inh	FXIIa single	molecule
-6.3	3.0	Cc1ccc(S(=O)(=O)N(CC(=O)N2CCC(C)CC2)Cc2ccccc2F)cc1
-6.7	-2.5	CCOC(=O)C1CCN(C(=O)CCc2c(C)nc3ncnn3c2C)CC1
5.4	13.6	CC1CCCCN1S(=O)(=O)c1ccc(NC(=O)c2cccs2)cc1 (stereo not given)
-7.3	5.0	CCC(=O)Nc1ccc(N2CCN(Cc3ccccc3F)CC2)cc1
-9.2	2.6	CC(C)Sc1nc2c(c(=O)n(C)c(=O)n2C)n1C
3.7	3.6	Cc1oc(-c2ccccc2)nc1CS(=O)CC(=O)O (stereo not given)

# (list continues)
FXIa single inh	FXIIa single	molecule
-2.5	-10.8	CC1CCCCN1C(=O)CSc1nc2cc3c(cc2c(=O)n1Cc1ccc2c(c1)OCO2)OCO3 (stereo not given)
-10.1	-1.8	CC1CCN(S(=O)(=O)c2ccc(NC(=O)Cc3ccccc3)cc2)CC1
-0.5	7.7	O=C(CCc1ccccc1)Nc1cccc(NC(=O)CCc2ccccc2)c1
-2.8	9.3	COc1ccccc1N1CCN(C(=O)CN(c2ccc(C)c(C)c2)S(C)(=O)=O)CC1
10.6	4.6	C#CCn1c(=NC(=O)c2ccc(Br)s2)sc2cccc(OC)c21
1.6	2.4	Cc1nn(-c2ccc(C(F)(F)F)cn2)c(C)c1Oc1ccccc1O
5.9	8.6	CC(CO)Nc1nc(SCc2ccccc2)nc2sc3c(c12)CCC3 (stereo not given)
0.5	8.4	O=C(NCC(=O)N(c1ccccc1)C(C(=O)NC1CCCC1)c1ccncc1)c1ccco1 (stereo not given)
-3.9	9.5	COc1ccc(N2C(=O)CSC23C(=O)N2CCCc4cccc3c42)cc1 (stereo not given)
4.2	5.9	CCOc1cc2[nH]c(=O)n(Cc3ccccc3)c(=O)c2cc1OCC
15.2	5.7	CC1CC1C(=O)Nc1nc(-c2ccccn2)cs1 (stereo not given)
19.1	-13.2	CCOC1Cc2ccccc2N(C(N)=O)c2ccccc21 (stereo not given)
-2.9	4.2	Clc1ccc(-n2ncc3c(NCc4cccs4)ncnc32)cc1
-5.9	6.3	O/N=C\c1cccn1-c1ccc(Br)cc1
5.1	4.8	C=CCn1c(SCc2c(C)noc2C)nc2sc(C)c(C)c2c1=O
-1.3	3.8	CCNC(=O)COn1c(SCC(=O)NCC)nc2ccccc2c1=O
3.0	3.5	O=C(c1ccc2nc(-c3ccco3)c(-c3ccco3)nc2c1)N1CCN(c2ncccn2)CC1
-1.0	-22.2	Cc1nc2ncnn2c(C)c1CCC(=O)NCCC1=CCCCC1
-2.3	-0.3	O=C(OC1CCCCC1)c1ccc(NC(=O)C2CCCCC2)cc1
4.5	3.2	O=C(C1CCCN(S(=O)(=O)c2cccc3nonc23)C1)N1CCC(Cc2ccccc2)CC1 (stereo not given)

# Individual results from the entries so far.
# O=C(C1CCCN(S(=O)(=O)c2cccc3nonc23)C1)N1CCC(Cc2ccccc2)CC1 (stereo not given) – FXIIa single = 3.2
# O=C(OC1CCCCC1)c1ccc(NC(=O)C2CCCCC2)cc1 – FXIIa single = -0.3
# C=CCn1c(SCc2c(C)noc2C)nc2sc(C)c(C)c2c1=O – FXIIa single = 4.8
# O=C(c1ccc2nc(-c3ccco3)c(-c3ccco3)nc2c1)N1CCN(c2ncccn2)CC1 – FXIa single inh = 3.0

# (listing goes on)
FXIa single inh	FXIIa single	molecule
6.2	1.3	Cc1csc2ncc(C(=O)NCCc3ccccc3)c(=O)n12
-5.3	5.4	COc1ccnc(N=CNOCc2ccc(F)cc2Cl)c1C#N
-0.6	1.3	Clc1ccc(-c2nnc(CSc3nnc(-c4cccs4)o3)o2)cc1
5.8	4.8	CC(=O)c1sc(N)c(C(=O)OC(C)C)c1C
-4.5	6.8	COc1ccc2ccc3c(c2c1)N=CC1(O3)N(C)c2ccccc2C1(C)C (stereo not given)
15.8	-16.1	CCOC(=O)CSc1nc2sc3c(c2c(=O)[nH]1)CC(C)(CC)OC3 (stereo not given)
-5.0	4.8	COc1ccc2cc(CN(Cc3cccs3)Cc3nnnn3Cc3ccccc3)c(=O)[nH]c2c1
2.9	5.7	COC(=O)c1cn(-c2ccccc2)nc1-c1cccnc1
-2.8	1.2	CC(C)(C)c1nc(S(=O)(=O)c2ccc(Cl)cc2)c(N2CCOCC2)o1
-3.7	2.9	COc1ccc(CN2C(=O)NC3(CCCCCC3)C2=O)cc1F
-0.6	7.5	Cc1nnc(NCc2ccco2)c2ccccc12
5.5	5.1	O=C(CSc1ncn[nH]1)NCc1ccccc1
1.1	-5.5	COc1ccc(-c2oc3ncnc(N)c3c2-c2ccccc2)cc1
5.9	3.9	Cc1cc(C)nc(NCC(O)CNc2ccccc2C)n1 (stereo not given)
4.9	6.1	Cc1ccc(S(=O)(=O)N(C)CC(=O)N2CCOCC2)cc1
9.8	3.6	COCCNC(=O)c1ccccc1NS(=O)(=O)c1ccc(Br)s1
3.4	1.1	Cc1ccc(-c2onc3ccc(C4(C)OCCO4)cc23)cc1
11.6	7.1	Brc1ccc(NCc2cccc3ccccc23)nc1
6.2	3.2	CS(=O)(=O)N(Cc1ccccc1)c1ccc(C(=O)N2CCN(c3cccc(Cl)c3)CC2)cc1
5.3	5.0	CCOC(=O)C1CCCN(C(=O)c2cncc(Br)c2)C1 (stereo not given)
3.5	1.6	CC(SC1=NCCS1)C(=O)Nc1nnc(-c2ccc(Cl)cc2)s1 (stereo not given)
11.8	2.9	Cc1ccc(S(=O)(=O)N2CCC(C(=O)NCC3CCCO3)CC2)cc1 (stereo not given)

# The list is partial; the hit share may differ from the screen's.
